Screens deposited in PubChem BioAssay by several laboratories.
TLR9-MyD88 block: blocks human TLR9 binding to MyD88; inhibition, % at 4.98 µM; CHO BLA complementation TLR9-MyD88, CCF4 FRET ratio; 340,000 compounds, 0.21% hits; AID 504734; Q9NR96+Q99836;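 active = inhibition above the mean over all tested compounds plus 3 SD, cut at about 21% in these data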;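 note: 0% = DMSO only wells and 100% = clavulanate BLA inhibitor control wells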
Target sequence (Q99836 whole entry, looked up): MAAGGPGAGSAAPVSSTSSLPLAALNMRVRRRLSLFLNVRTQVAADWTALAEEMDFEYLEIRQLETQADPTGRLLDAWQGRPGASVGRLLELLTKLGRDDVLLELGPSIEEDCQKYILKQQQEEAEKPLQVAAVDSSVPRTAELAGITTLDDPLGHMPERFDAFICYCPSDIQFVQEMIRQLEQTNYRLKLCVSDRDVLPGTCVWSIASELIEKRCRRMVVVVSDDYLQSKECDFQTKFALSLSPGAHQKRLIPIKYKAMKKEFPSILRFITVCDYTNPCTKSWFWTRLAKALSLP
Target sequence (Q9NR96 whole entry, looked up): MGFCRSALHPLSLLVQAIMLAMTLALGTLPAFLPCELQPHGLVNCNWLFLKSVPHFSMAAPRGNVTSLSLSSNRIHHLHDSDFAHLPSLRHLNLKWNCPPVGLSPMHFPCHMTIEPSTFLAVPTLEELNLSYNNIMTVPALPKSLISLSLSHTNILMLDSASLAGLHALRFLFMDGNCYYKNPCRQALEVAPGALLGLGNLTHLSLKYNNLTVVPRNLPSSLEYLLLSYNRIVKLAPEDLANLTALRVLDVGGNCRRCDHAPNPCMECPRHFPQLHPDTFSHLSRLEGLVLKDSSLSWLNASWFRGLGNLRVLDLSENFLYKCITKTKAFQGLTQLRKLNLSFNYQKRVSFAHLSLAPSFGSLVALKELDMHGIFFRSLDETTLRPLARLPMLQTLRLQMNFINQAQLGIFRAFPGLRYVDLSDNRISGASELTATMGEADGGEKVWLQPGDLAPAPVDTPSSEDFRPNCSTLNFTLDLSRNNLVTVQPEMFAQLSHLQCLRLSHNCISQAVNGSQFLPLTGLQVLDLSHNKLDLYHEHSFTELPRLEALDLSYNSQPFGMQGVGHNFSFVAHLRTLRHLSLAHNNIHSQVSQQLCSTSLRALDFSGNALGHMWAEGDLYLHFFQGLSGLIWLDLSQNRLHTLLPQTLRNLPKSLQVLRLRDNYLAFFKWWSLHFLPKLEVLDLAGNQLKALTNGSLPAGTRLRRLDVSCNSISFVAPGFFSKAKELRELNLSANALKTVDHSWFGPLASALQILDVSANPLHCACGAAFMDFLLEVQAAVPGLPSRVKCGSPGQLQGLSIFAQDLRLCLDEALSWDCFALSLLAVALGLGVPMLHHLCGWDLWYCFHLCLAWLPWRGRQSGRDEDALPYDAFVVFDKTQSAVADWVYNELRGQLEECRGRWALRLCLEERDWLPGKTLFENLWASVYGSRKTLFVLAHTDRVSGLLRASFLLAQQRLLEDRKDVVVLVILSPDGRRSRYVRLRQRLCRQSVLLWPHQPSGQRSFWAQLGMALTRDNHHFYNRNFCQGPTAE
NOD2 RIPK2 PPI: NOD2-RIPK2 protein interaction inhibition | O43353 | CHO BLA complementation NOD2-RIPK2, CCF4 ratio | inhibition, % at 4.98 µM | 360,000 compounds, 0.38% hits | AID 624267; in the data active = inhibition above about 21%;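 note: 0% = vehicle only and 100% = reference blocker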
Glyco luc inh: blocks N-linked glycosylation in D54 reporter cells. D54 ERlucT glycosylation luciferase reporter, 24 h; percent of 100 nM tunicamycin response. reporter increase, % at 12.5 µM. 360,000 compounds, 0.23% hits;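 active = mean luciferase reporter signal, scaled so untreated is 0 and the glycosylation-blocking control 100, at or above a set limit in every replicate; inconclusive = mean reaches the limit but not every replicate does; inactive = mean below the limit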;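 note: luciferase carries N-glycosylation sites so blocking glycosylation raises the light; 0% = median of neutral control wells and 100% = median of 100 nM tunicamycin wells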
aDG glyco act: alpha-DG glycosylation activation. Pro5-aDG cells, alpha-DG glycosylation AlphaScreen (IIH6); 0% Pro5, 100% B10-LARGE cell signal. activation, % at 10 µM. 360,000 compounds, 0.22% hits;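 active = activation of at least 8% versus controls, or a plate z-score of at least 8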;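 note: Pro5 are CHO cells carrying HIG-tagged alpha-DG that lacks glycosylation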
MC4R barr agon: human MC4R agonism via beta-arrestin | P32245 | U2OS MC4R beta-arrestin complementation, luminescence; percent of melanotan II response, DMSO zero | activation, % at 8.9 µM | 360,000 compounds, 0.98% hits;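 active = activation above a per-plate cutoff, the mean activation of sample wells on that plate plus 3 SD, cut at about 8% in these data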
ABCB6 inh MLPCN: human ABCB6 transporter inhibition. K562-ABCB6 porphyrin accumulation, flow cytometry, 1 h; hits give low values. Q9NP58. AID 602162. 360,000 compounds, 0.19% hits. fluorescence ratio to DMSO, % at 10 µM;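 active = fluorescence ratio to DMSO below 75%, the collection mean minus 3 SD; inconclusive = too few cells collected in the well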;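 note: signal is porphyrin accumulated inside mitochondria; 100% equals median channel fluorescence of DMSO control wells; lower ratio means ABCB6 inhibition with less porphyrin fluorescence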
ABHD5 PLIN5 PPI: ABHD5-PLIN5 protein interaction inhibition; Q00G26+Q8WTS1; Split G. princeps luciferase complementation, luminescence, 4 h; inhibition, % at 4 µM; 360,000 compounds, 0.78% hits;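 active = inhibition above the mean inhibition across every tested compound plus 3 SD, cut at about 22% in these data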;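 note: 0% = DMSO only wells and the 100% control is not disclosed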
Vif inh: inhibitors of HIV Vif. HEK293T cells, Vif self-association by quenched fluorescence, imaging, 24 h. inhibition, % at 7.49 µM. 340,000 compounds, 0.35% hits. AID 602346; in the data active = inhibition above about 50%, passing the limit was not always enough; inconclusive = no clear call, values can overlap the other calls; inactive = below about 31%; note: some results filed as inactive read as strong as hits
MC4R antag cAMP: human MC4R antagonism in cAMP assay. P32245. MC4R-expressing cells, MTII-stimulated cAMP, LANCE TR-FRET. inhibition, % at 6.5 µM. 360,000 compounds, 0.48% hits. AID 540295;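 active = inhibition above its plate's cutoff, the mean of tested wells on that plate plus 3 SD, cut at about 29% in these data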;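 note: 0% = Melanotan II alone and 100% = Melanotan II plus saturating MCL0020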
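System: U2OS-MC4R stable cell line; Technique: Eu-cAMP/anti-cAMP TR-FRET, emission 671 nm; Repeats: single well per compound; Also added: Melanotan II; Dosing: one concentration, 6.5 µM nominal; Schedule: 30-min compound, 1-h challenge, 1-h detection, room temperature.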
Granule exo inh: blocks lytic granule exocytosis | 360,000 compounds, 0.66% hits | inhibition, % at 10 µM | TALL-104 LAMP-1 surface exposure, flow cytometry; cells stimulated with thapsigargin and PMA;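 active = inhibition above about 55%, limit read from the data; inconclusive = no clear call, values can overlap the other calls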
Active calls of the source: *; ? = inconclusive; · = not tested or not shown. A portion of the library; rates above refer to the full screens.

# | mol | Vif inh | MC4R barr agon | Glyco luc inh | aDG glyco act | Granule exo inh | ABCB6 inh MLPCN | MC4R antag cAMP | TLR9-MyD88 block | NOD2 RIPK2 PPI | ABHD5 PLIN5 PPI
1 | COc1ccc(N2CCC(N3CCN(C)C(CCO)C3)CC2)cc1 (configuration not stated) | 1 | -0.8 | 0 | 0.0 | -1 | 102 | 9 | -2 | 4 | -6
2 | CCC(Oc1ccccc1F)C(=O)NCCCn1ccnc1 (configuration not stated) | 1 | 0.1 | 2 | 0.0 | -10 | 102 | 23 | -11 | -5 | -8
3 | CCCCn1c(N)c(N(CCOC)C(=O)c2sc3ccccc3c2Cl)c(=O)[nH]c1=O | 8 | -3.0 | 1 | 0.4 | 4 | 97 | 15 | -5 | -2 | 1
4 | COc1ccc(Cc2nnc(NC(=O)CS(=O)(=O)c3ccc(C)cc3)s2)cc1OC | -2 | -0.5 | 2 | 0.0 | -4 | 98 | 17 | -8 | -1 | -1
5 | CCOc1ccccc1OCCCC(=O)ON=C(N)c1ccccc1 | 2 | -0.9 | 0 | -0.3 | -3 | 94 | 0 | 3 | 6 | -3
6 | N=c1ccn(O)cc1CCc1ccccc1 | 10 | -2.1 | 0 | 0.0 | 8 | 97 | 3 | -1 | -1 | 2
7 | O=C(CSc1nnc(CNC(=O)c2c(F)cccc2F)o1)Nc1ccc2c(c1)OCCO2 | -3 | -2.6 | 3 | 0.1 | -4 | 98 | -1 | -6 | -7 | 2
8 | O=C(Cc1ccccc1)Nc1ccc(NC(=O)C2CCCCC2)nc1 | 7 | -1.1 | 1 | 0.0 | -1 | 98 | -2 | 1 | 3 | -6
9 | O=S(=O)(c1cccc(F)c1)N1CCc2sccc2C1c1ccc(OC(F)(F)F)cc1 (configuration not stated) | -6 | -0.4 | -2 | 0.0 | 0 | 94 | 4 | · | -4 | -8
10 | CNC(=S)NCc1ccc(Cl)cc1 | 10 | -2.5 | 1 | 0.2 | 0 | 100 | 6 | -5 | -5 | 4
11 | COc1ccc2cc(C3CC(c4ccco4)=NN3C(=O)CCC(=O)O)c(Cl)nc2c1 (configuration not stated) | -3 | -2.2 | 3 | -0.1 | -1 | 96 | 1 | 10 | -10 | 5
12 | Cc1ccccc1OCC(=O)N1N=C(c2cccnc2)CC1(O)C(F)(F)F (configuration not stated) | -4 | -0.4 | -4 | 0.0 | -1 | 98 | -2 | 13 | -3 | 2
13 | O=C(CCCCCC(=O)N(CCO)CCO)N(CCO)CCO | 13 | -0.1 | 3 | -0.3 | 0 | 94 | 0 | 7 | -8 | 2
14 | Clc1ccc(-n2nnc(-c3ncc[nH]3)n2)cc1Cl | · | -0.5 | 3 | -0.2 | 0 | 97 | 12 | 1 | -3 | -2
15 | Cc1ccc2nc(SCC(=O)N3CCCc4ccccc43)nc(=O)n2c1 | 4 | -2.2 | 1 | 0.2 | -10 | 98 | 9 | 6 | -4 | -6
16 | Cc1ncccc1C(=O)N1CCCC(CCC(=O)N2CCN(c3ccccn3)CC2)C1 (configuration not stated) | 2 | -1.8 | 1 | 0.1 | 2 | 99 | -1 | -10 | -4 | 2
17 | COC(=O)CCN(C(=O)C12CC3CC(CC(C3)C1)C2)c1ccccn1 | 0 | -1.6 | 1 | -0.2 | 1 | 104 | -5 | 0 | 0 | 3
18 | COc1cc(OC)cc(-c2c(C#Cc3ccsc3)c3cc(-c4ccc(C(N)=O)cc4)ccc3n2C)c1 | -4 | 0.0 | -6 | 0.0 | 94* | 92 | 2 | -4 | 3 | -5
19 | CCCCCCCCC(=O)NNC(=O)c1c(O)c2ccccc2n(CC)c1=O | 5 | 0.5 | 2 | -0.1 | -2 | 98 | 20 | 2 | 2 | 4
20 | COc1ccc(/C=N/NC(=O)CCSc2nc3ccccc3s2)cc1 | -7 | 1.2 | 12 | -0.2 | -2 | 101 | -4 | 1 | -1 | 0
21 | CC(=O)c1c(C)[nH]c(C(=O)N2CCc3ccccc3C2)c1C | · | -0.3 | 11 | -0.4 | 0 | 94 | 5 | -2 | -5 | -3
22 | CCOC(=O)CC1Sc2ccccc2NC1=O (configuration not stated) | -11 | -2.7 | 1 | -0.2 | -2 | 100 | 0 | -4 | 3 | -3
23 | CC(C)c1ccc(NC(=O)CN(C)C2=NS(=O)(=O)c3ccccc32)cc1 | 12 | 0.9 | -2 | -0.2 | -6 | 95 | -3 | 10 | -7 | 5
24 | C=CCNC(=O)c1cc(-c2ccncc2)nc2c(C)cc(C)cc12 | -4 | -2.7 | 2 | -0.2 | -1 | 92 | 17 | -7 | -1 | 3
25 | CCOC(=O)C1CCCN(C(=O)c2cc3cc4ccc(OC)cc4nc3o2)C1 (configuration not stated) | 15 | -2.5 | -3 | 0.1 | -1 | 93 | 5 | -2 | -11 | 2
26 | CC1(c2ccc(Cl)cc2)NC(=O)N(CC(=O)NC2CCCCC2)C1=O (configuration not stated) | -1 | -1.9 | 4 | 0.0 | 7 | 95 | 7 | -3 | -1 | -6
27 | Cc1ccc(S(=O)(=O)c2nc(S(C)(=O)=O)sc2N2CCOCC2)cc1 | 11 | 0.5 | -5 | 1.4 | 3 | 98 | 2 | -11 | 3 | 1
28 | COC(=O)CN1C(=O)[C@H]2[C@@H](c3ccc(C)o3)N3C(=O)CN(Cc4ccccc4)C(=O)[C@@]3(C)[C@H]2C1=O | -2 | 0.4 | 1 | -0.3 | 0 | 96 | 1 | -5 | 1 | 8
29 | Cc1ccc2c(C(=O)CNc3nncs3)c(C)[nH]c2c1 | -16 | -1.8 | 1 | 0.1 | 4 | 100 | 1 | -9 | 1 | 4
30 | Cc1cc(C)cc(C(=O)Nc2ccc(N3CCN(C(=O)c4ccco4)CC3)cc2)c1 | · | 1.2 | · | 0.4 | 46 | 102 | -5 | 0 | -5 | 9
31 | NNC(=O)c1ccc(CSc2nc3ccccc3[nH]2)cc1 | 2 | 0.9 | 0 | -0.5 | 8 | 104 | -9 | -1 | -7 | 12
32 | COc1cccc(OCCCOc2ccccc2C(C)C)c1 | 4 | 2.1 | -1 | -0.4 | 1 | 99 | 14 | 8 | -5 | -4
33 | O=C(Cc1ccccc1)NC(NCCc1ccccc1)C(Cl)(Cl)Cl (configuration not stated) | 1 | -0.3 | -2 | 0.6 | -2 | 101 | 0 | 0 | 8 | -11
34 | COc1ccc(NC(=O)NCc2ccc3c(c2)OCO3)cc1 | -1 | 3.2 | 0 | -0.2 | 0 | 90 | 19 | -3 | -25 | 10
35 | Cc1cc(C)n2c(Nc3ccc4c(c3)OCCO4)c(CC(C)C)nc2n1 | · | · | · | 0.7 | -4 | 100 | · | · | -9 | -5
36 | CCOC(=O)c1[nH]c2cc(OC)c(OC)cc2c1NC(=O)C(C)N1CCN(Cc2ccccc2)CC1 (configuration not stated) | -21 | 2.8 | 3 | -0.3 | 4 | 89 | -41 | -2 | -7 | -2
37 | CC1CCN(C(=O)CSc2nnc(CNC(=O)c3c(F)cccc3F)o2)CC1 | 6 | -3.7 | 1 | 0.0 | 1 | 86 | 5 | -3 | 1 | 5
38 | CCOc1ccc(CN(C)CC(=O)Nc2cccc(C)c2)cc1OC | 4 | -0.3 | -3 | 2.8 | 0 | 98 | 6 | 4 | 5 | -4
39 | CC(=O)N/C(=C/c1ccccc1)C(=O)NCCO | 11 | 0.5 | 1 | -0.1 | -1 | 98 | 5 | 2 | -3 | 1
40 | O=C(Nc1ccc2c(c1)OCO2)c1cccs1 | 5 | 1.0 | -3 | -0.1 | 0 | 96 | 8 | -5 | 7 | -1
41 | CCc1ccccc1Oc1coc2cc(O)ccc2c1=O | 8 | 0.1 | 0 | -0.2 | -32 | 96 | -1 | 0 | 4 | -2
42 | COc1ccc(CCNC(=S)N2CCN(S(=O)(=O)c3ccc(F)cc3)CC2)cc1 | · | -1.9 | -3 | 0.0 | -4 | 96 | -3 | -3 | 6 | 1
43 | Cc1nnc(SCC(=O)N2CCC(Cc3ccccc3)CC2)n(N)c1=O | · | -1.0 | 5 | 0.4 | -18 | 185 | 18 | -11 | 1 | 0
44 | CCn1nc(C)cc1C(=O)N1CCCC(CCC(=O)NCc2ccccc2F)C1 (configuration not stated) | -1 | -2.4 | 2 | 0.1 | -1 | 95 | 10 | -6 | 14 | 1
45 | N#Cc1cc(-c2ccccc2)nnc1Sc1ccc(Cl)cc1 | -4 | -0.6 | 2 | -0.3 | 4 | 99 | -2 | 1 | -6 | 1
46 | COc1ccc(N2C(=O)CC(Sc3nccc(C)n3)C2=O)c(OC)c1 (configuration not stated) | 6 | -1.1 | 0 | 0.2 | 6 | 96 | 15 | -4 | 3 | -4
47 | O=C(COC(=O)c1ncc(Cl)c(Cl)c1Cl)c1ccc(Cl)s1 | 2 | 0.2 | 1 | -0.3 | -3 | 72* | 4 | -7 | -11 | -8
48 | COc1ccc(S(=O)(=O)N2CCC3CC2c2c(-c4ccc(C(F)(F)F)cc4)cccc23)cc1 (configuration not stated) | 0 | · | -1 | -0.4 | 1 | 104 | · | · | -10 | -12
49 | O=C(/C=C/c1ccco1)NC(=S)Nc1ccccn1 | 8 | -0.2 | 1 | -0.1 | 0 | 94 | -3 | 14 | -6 | 6
50 | CCCN(CCC)CCOc1cc(C)ccc1C(C)C | 3 | 2.0 | -1 | 0.4 | 6 | 98 | 22 | 0 | -13 | 7
51 | O=[N+]([O-])c1cc([N+](=O)[O-])c2cc3ccccc3nc2c1 | -2 | -2.2 | ? | -0.2 | 13 | 115 | 6 | 1 | 7 | 6
52 | CC(C)[C@@H]1NC(=O)N(c2ccc(Oc3ccccc3)cc2)C1=O | -5 | -1.0 | 0 | 0.2 | 0 | 102 | 15 | 5 | 3 | 10
53 | O=C1Nc2ccccc2N(C(=O)c2ccc3ccccc3c2)C1c1nc2ccccc2[nH]1 (configuration not stated) | · | · | · | 0.0 | -7 | 94 | · | · | 3 | 2
54 | O=C(COc1ccccc1Cc1ccccc1)Nc1cccnc1 | -2 | -1.0 | 0 | 0.4 | -3 | 91 | -4 | 1 | 2 | 7
55 | CCN(CC(=O)Nc1ccc(NC(C)=O)cc1)C(=O)c1ccc(N2CCCC2)c([N+](=O)[O-])c1 | -3 | -5.0 | 3 | 0.0 | 0 | 105 | -5 | -1 | -3 | -5
56 | CC(=O)N1CCN(S(=O)(=O)c2cccc(C(=O)N(Cc3ccccc3)c3ccc(C)cc3)c2)CC1 | 9 | 1.9 | 0 | 0.0 | 1 | 95 | 1 | -1 | 3 | 2
57 | O=C1CC(c2ccccc2F)c2cc3c(cc2N1)CCC3 (configuration not stated) | -8 | -0.3 | 20 | 0.2 | 0 | 98 | -5 | -2 | -3 | -3
58 | CCOC(=O)C1(CCOc2ccccc2)CCN(Cc2ccc(OC)cc2)CC1 | -6 | 0.6 | -3 | 0.3 | 80* | 97 | 3 | -8 | -7 | 1
59 | CCn1c(COc2ccccc2C)nc2ccccc21 | -4 | -0.7 | 0 | 0.4 | 1 | 180 | 7 | -3 | 2 | 1
60 | Cn1c(C(=O)OCC(=O)NCc2ccc(F)cc2)cc2occc21 | · | -3.2 | 22 | -0.1 | -2 | 98 | -20 | 6 | -1 | 13
